High-throughput results deposited in PubChem by several laboratories.
T cell modulator: modulates CD8 T cell binding to vesicles; 2C CD8+ T cell-vesicle binding, flow cytometry; stronger effect = lower value; calls only at 7 µM; hit rate 0.068% among 330,000; AID 2052;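 active means response, share of CD8 T cells binding vesicles, and their 90th percentile fluorescence all below set limits, cut at about 80% in these data, passing the limit was not always enough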
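material = purified 2C TCR transgenic mouse naive CD8+ T cells | controls = Unloaded micro-vesicles (low), QL9 vesicles with 0.7% DMSO (high) | detection = cytometric PE anti-B7-1 and Alexa647 anti-CD8 signals after 1% paraformaldehyde fixation | incubation = binding step 1.5 h, 37 °C, antibody labelling 20 min, ice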
WT yeast gro inh: growth inhibition of WT yeast, mitochondrial fusion screen. mitochondrial fusion phenotypic screen, WT strain. inhibition, % at 10 µM. hit rate 2.1% among 190,000. AID 1362; in the data active means inhibition above about 58%; tested in S. cerevisiae
Autophagy mod: autophagy modulation, high-content screen; MEF GFP-LC3 puncta imaging; test concentration mostly 10 µM; calls only at 10 µM (by protocol); hit rate 0.98% among 190,000; AID 463193;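 active means percentage of spot-positive cells more than 3 SD above its plate mean, without a fluorescence outlier flag or 80% toxicity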;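 further: spot-positive cell cutoff set from DMSO-treated cells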
MT stabilizer: stabilizes microtubules in HeLa cells | % tubulin-high responders, % at 10 µM | HeLa tubulin immunostaining HCS, 24 h; share of cells brighter than vehicle mean+2SD | hit rate 0.83% among 200,000;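 active means plate Z-score above 3 for both tubulin-high and condensed-nucleus cell shares, with cell loss under 80%, at 10 µM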;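 further: anti alpha tubulin signal scored within the nucleus-defined area of each cell; some results filed as inactive read as strong as hits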
Dynein transport: blocks dynein driven cargo transport along microtubules; 3617.4 mouse cells, GR-EGFP nuclear translocation imaging; test concentration mostly 20 µM; stimulated with dexamethasone, 1 µM; stronger effect = lower value; AID 1381; hit rate 0.47% among 220,000; z-score, hits read low;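 active means plate z-score of nuclear minus cytoplasmic receptor signal below a set negative limit, without overly bright fluorescence or cell loss, cut at about -3.5 in these data, passing the limit was not always enough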;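 further: z-score of nuclear minus cytoplasmic ring GR-EGFP intensity difference per well; some compounds called inactive have numbers as strong as hits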
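Buffer or medium: tet-free, stripped-serum medium; reagent: dexamethasone at 1.0 µM final, 30 min; incubation: 48 h induction, 1 h compound, 30 min dex at 37 °C; measured by: formaldehyde fixation, Hoechst nuclear stain, 10x automated fluorescence imaging; read-out: nuclear-to-cytoplasmic GR-EGFP distribution per well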
Yfh1-depleted yeast: mitochondrial function rescue without frataxin homolog – Friedreich's ataxia, plus single-dose screen, dose response (AID 1465). S. cerevisiae Yfh1-off respiration, WST-1 reduction, 72 h; higher fold induction means a stronger effect. fold induction at 50 µM; hits with a dose series show EC50 in µM. hit rate 0.074% among 220,000;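 active means fold induction of absorbance versus untreated yeast above a set limit, then at least 30% activation at any dose in follow-up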;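 further: activators that raise dye reduction in frataxin-depleted yeast; strong numbers were not always called active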
bCat nuc transl: modulators of beta-catenin nuclear translocation; HeLa beta-catenin nuclear translocation, immunofluorescence imaging; nuclear translocation activity, % at 5 µM; hit rate 0.3% among 190,000; AID 1665;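 active means nuclear translocation activity above 50% at 5 µM, with a well cell count of 50 or more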;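 further: per-cell ratio of nuclear to cytoplasmic median beta-catenin stain intensity; plate controls were DMSO negative control for no effect and GSK-3 inhibitor IX positive control for full effect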
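Test system: HeLa cells, endogenous beta-catenin; Compound: single 5 µM dose plus 0.02–20 µM confirmation series; Times: compound exposure 24 h at 37°C; Signal: fluorescence imaging of beta-catenin antibody stain plus DAPI; Read-out: % activation, nuclear-to-cytoplasmic median beta-catenin signal ratio per cell.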
P. falciparum M1AAP: P. falciparum M1AAP inhibitors, biochemical, fluorogenic H-Leu-NHMec substrate, 1536-well (AID 1445). recombinant M1AAP, H-Leu-NHMec fluorogenic kinetic assay; higher % means a stronger effect. inhibition, % at 30 µM; hits with a dose series show IC50 in µM. hit rate 0.42% among 220,000;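 active means primary inhibition above the hit cutoff, then over 50% inhibition at one or more dose response concentrations, cut at about 23% in these data, passing the limit was not always enough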;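 further: plate controls were DMSO full reaction for no effect and no enzyme background for full effect; strong numbers were not always called active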
M17LAP inhibition: P. falciparum M17LAP inhibitors, primary screen, biochemical, fluorogenic H-Leu-NHMec substrate, 1536-well (AID 1619); recombinant M17LAP, H-Leu-NHMec fluorogenic kinetic assay; higher % means a stronger effect; one-dose inhibition, % at 30 µM; IC50 in µM for titrated hits; hit rate 0.38% among 220,000;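 active means compound inhibiting the enzyme by more than half at any dose during confirmatory dose-response retesting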;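 further: plate controls were full reaction with DMSO carrier for no effect and no enzyme background for full effect; strong numbers were not always called active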
WT yeast gro inh mutant strain: recorded beside WT yeast gro inh, whose call it bears; inhibition, %; mitochondrial fusion phenotypic screen, mutant strain inhibition
Dynein transport cytoplasmic EGFP: recorded beside Dynein transport, whose call it bears; z-score; measured here: cytoplasmic GR-EGFP intensity; stronger effect = higher value
Dynein transport nuclear GR-EGFP: second read-out of Dynein transport, no call of its own (marks repeat the call); z-score; measured here: nuclear GR-EGFP intensity;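 lower value marks the stronger effect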
Dynein transport cell count: also measured in Dynein transport; calls as there; z-score; measured here: cell count per field
bCat nuc transl cell count 5 µM: also measured in bCat nuc transl; calls as there; cell count; measured here: cell count, cytotoxicity flag
T cell modulator vesicle-bound %: further read-out of T cell modulator, marked with its call; double positive events, %; measured here: CD8+ vesicle-bound cell fraction;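 binding gate set so that unloaded-vesicle control wells show 10% double positive cells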
MT stabilizer Hoechst-high %: further read-out of MT stabilizer, marked with its call; % Hoechst-high responders; measured here: nuclear condensation Hoechst responders;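 share of cells brighter than vehicle mean plus two SD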
MT stabilizer cytotoxicity %: further read-out of MT stabilizer, marked with its call; toxicity, %; measured here: cytotoxicity by cell density;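 0% = mean cell density of plate MIN control wells and 100% = no cells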
Autophagy mod cell loss 18 h: also measured in Autophagy mod; calls as there; toxicity, %; measured here: cell loss, nuclei count;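 cell loss after 18 h compound exposure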
The depositor's hits bear a star; i = inactive; . = not tested or not shown. Rows were taken by chance; overall some 4.4% were active at least once.

SMILES	T cell modulator	T cell modulator vesicle-bound %	WT yeast gro inh	WT yeast gro inh mutant strain	Autophagy mod	Autophagy mod cell loss 18 h	MT stabilizer	MT stabilizer Hoechst-high %	MT stabilizer cytotoxicity %	Dynein transport	Dynein transport cytoplasmic EGFP	Dynein transport nuclear GR-EGFP	Dynein transport cell count	Yfh1-depleted yeast	bCat nuc transl	bCat nuc transl cell count 5 µM	P. falciparum M1AAP	M17LAP inhibition
S=C(NCC1CCCO1)Nc1ccc(Cl)c(Cl)c1 (stereo unspecified)	i	56	14	14	i	-2	2.2	2.4	12	-0.25	-0.21	0.077	0.36	i	-5.8	1090	4%	-1%
COc1ccc(/C=N/NC(=O)CCn2cnc3ccccc32)cc1	i	35	.	.	.	.	.	.	.	0.93	-0.27	0.036	-0.26	i	-0.7	1278	-2%	7%
CCCn1nc([N+](=O)[O-])c(C(C#N)c2nc3ccccc3s2)c(Cl)c1=O (stereo unspecified)	i	34	78*	67*	i	-3	2.6	1.5	1.2	-5.1*	0.59*	-2.9*	0.65*	i	-5.9	1197	10%	14%
CCOC(=O)N1CCC(N(C(=O)Nc2ccc(CC)cc2)C(C)CC)CC1 (stereo unspecified)	i	62	23	18	i	19	4.6	2.2	13	-0.17	-0.38	-0.19	1	i	0.7	1316	6%	10%
COc1cccc(/C=N/n2c(N)c(S(=O)(=O)c3cccs3)c3nc4ccccc4nc32)c1	i	40	-1	-32	i	7	2.3	1.6	6.1	0.78	-0.23	0.71	0.85	i	-0.6	853	-2%	-7%
O=C(C1CCCO1)N1CCN(C(=S)Nc2ccc(Cl)cc2)CC1 (stereo unspecified)	i	8	3	12	i	1	2.7	2.6	9.2	0.16	-0.24	0.12	0.54	i	0.3	1090	3%	11%
C/C(=N\NC(=S)Nc1ccc(C)c(C)c1)c1ccc(N2CCOCC2)cc1	i	17	-3	9	i	6	2.8	2.7	9.1	-0.11	-0.081	-0.15	-1.2	i	-1.5	1092	5%	25%
CC(=O)C1C(=O)C=C(c2ccco2)CC1c1ccccc1 (stereo unspecified)	i	40	-5	3	i	-42	5.8	2.5	9.7	-0.19	-0.18	0.46	0.069	i	0.2	1120	16%	22%
COC(=O)c1c(NC(=O)C2CC(=O)NN2Cc2ccccc2)sc(C)c1C (stereo unspecified)	i	38	1	5	i	0	1.5	1.1	6.8	-0.66	-0.22	-0.39	0.55	i	-0.2	1318	0%	5%
O=C1SC(Cc2ccccc2)C(=O)N1c1ccccc1 (stereo unspecified)	i	17	.	.	.	.	.	.	.	-0.75	-0.19	-0.46	0.27	i	-0.3	1288	6%	-2%
Cc1ccc(C(C[N+](=O)[O-])c2c(C)[nH]n(-c3ccccc3)c2=O)cc1 (stereo unspecified)	i	44	32	31	i	-3	1.6	2.3	3.9	-3.2	0.59	-1.7	0.31	i	-0.9	544	4%	18%
CC1(C)CC(NC(=O)C(=O)NCCc2ccc(Cl)cc2)CC(C)(C)N1	i	3	-13	-10	i	-29	1.8	2.0	4.6	-0.59	-0.2	-0.21	0.82	i	0.7	1090	14%	4%
COc1ccc(CCN2CC(C(=O)NC3CCCCC3)CC2=O)cc1OC (stereo unspecified)	i	21	0	10	i	21	1.3	2.1	9.4	-0.62	-0.22	-0.36	0.91	i	-1.5	995	13%	5%
Cc1ccccc1NC(=S)N/N=C/C(C)c1ccccc1 (stereo unspecified)	i	27	5	-3	i	-2	2.2	2.9	5.3	-0.44	-0.089	-0.25	-1.3	i	-3.5	1151	1%	13%
C#CCSc1nnc(-c2cc3c(C(F)(F)F)nn(C)c3s2)n1C	i	10	3	2	i	-1	2.1	1.7	4.6	-0.45	-0.25	-0.75	0.94	i	.	.	8%	4%
CC1(C)OC(=O)C2(Cc3ccccc3N3CCCCC32)C(=O)O1 (stereo unspecified)	i	40	6	0	i	9	2.3	1.8	9.3	-1.8	-0.13	-0.93	1.6	i	-1.7	999	0%	-10%
Fc1ccccc1Nc1nc(Cl)nc(Cl)n1	i	46	-4	-2	i	6	2.7	1.6	2.3	0.31	-0.32	0.28	0.077	i	0.2	1088	-3%	1%
CCCOc1cccc(CN2CCCCC2c2cccnc2)c1 (stereo unspecified)	i	50	-2	14	i	20	1.2	1.3	2.1	0.13	-0.23	0.36	0.035	i	.	.	14%	13%
CCSCCc1nnc(NC(=O)Nc2cccc(C(F)(F)F)c2)s1	i	59	18	-1	i	25	7.0	2.2	1.3	-0.87	-0.018	-0.5	-1.2	i	4.8	857	0%	-1%
COc1ccc(/C=C/C(=O)OCC(=O)NC(=O)NC(C)(C)C)cc1	i	20	5	-11	i	7	1.9	2.9	0.1	-0.16	-0.35	-0.19	0.29	i	-2.9	1096	0%	2%
COc1ccc(/C=C2/S/C(=N/S(=O)(=O)Cc3ccccc3)NC2=O)cc1OC	i	49	.	.	.	.	.	.	.	0.97	-0.19	1.1	-1.1	i	0.0	1285	13%	22%
COc1cccc(-c2nnc(-c3ccco3)o2)c1	i	44	-6	11	i	6	5.5	4.2	0.7	-0.34	-0.3	-0.23	0.093	i	.	.	0%	3%
CCOc1ccc(C(C)=O)cc1NC(=O)/C=C\C(=O)O	i	63	-22	-20	i	-26	1.8	2.1	4.9	-0.73	-0.31	-0.28	0.58	i	-1.2	1160	2%	-3%
CSc1sc(C(=O)NNC(C)=O)c2c1C1(CCC2)SCCS1	i	56	.	.	.	.	.	.	.	0.32	-0.18	0.18	-0.15	i	-1.9	1165	2%	8%
O=c1[nH]c(CN(CCO)CCO)nc2c1C1(CCCCC1)Cc1ccccc1-2	i	55	-2	6	i	5	6.2	2.4	6.2	1.1	-0.032	1	-0.74	i	-2.6	1173	4%	12%

More compounds:
SMILES	T cell modulator	T cell modulator vesicle-bound %	WT yeast gro inh	WT yeast gro inh mutant strain	Autophagy mod	Autophagy mod cell loss 18 h	MT stabilizer	MT stabilizer Hoechst-high %	MT stabilizer cytotoxicity %	Dynein transport	Dynein transport cytoplasmic EGFP	Dynein transport nuclear GR-EGFP	Dynein transport cell count	Yfh1-depleted yeast	bCat nuc transl	bCat nuc transl cell count 5 µM	P. falciparum M1AAP	M17LAP inhibition
CCONc1ncnc2nonc12	i	32	-16	-7	i	-15	3.5	3.4	7.9	-0.48	-0.3	-0.56	0.64	i	-0.5	599	9%	14%
Cc1ccc(S(=O)(=O)N2CCC(C(=O)Nc3ccccc3N3CCCCC3)CC2)cc1	i	8	13	4	i	-4	2.8	1.4	5.7	1.2	-0.19	0.88	-0.87	i	1.1	1196	8%	9%
CCc1c(C(=O)NNC(=S)NCC2CCCO2)csc1C (stereo unspecified)	i	41	-10	10	i	-1	5.6	2.6	6.4	-0.068	-0.31	-0.42	0.28	i	.	.	1%	9%
CCOC(=O)c1ccc(NC(=O)c2c(C)[nH]c(C(=O)OCC)c2C)cc1	i	9	-5	5	i	-53	3.3	1.8	8.8	-0.16	-0.13	0.49	-0.32	i	-0.3	1024	4%	-2%
Cc1ccc(-c2nn(-c3ccccc3)cc2/C=N/n2c(-c3ccncc3)n[nH]c2=S)cc1	i	21	.	.	.	.	.	.	.	-0.23	-0.28	0.24	0.46	i	-0.1	1354	7%	0%
Cc1cc(C(=O)OCC(=O)Nc2cc(S(=O)(=O)N(C)C)ccc2C)c2ccccc2n1	i	34	6	-7	i	2	2.8	1.5	0.8	0.88	-0.36	-0.21	-0.4	i	-5.6	991	3%	-2%
O=C(CN1CCN(S(=O)(=O)c2ccc(Cl)cc2)CC1)NC(=O)NC1CCCCC1	i	26	-15	-9	i	31	1.6	1.3	5.9	1.2	-0.17	1.3	-0.08	i	.	.	13%	0%
COC(=O)c1ccc(NC(=S)NC2CC3CCC2C3)cc1 (stereo unspecified)	i	43	43	17	i	17	2.3	1.5	2.5	1.5	-0.37	1.3	0.0017	i	-2.1	533	5%	13%
COc1ccc(CCN2C(=O)CCC2(C)C(=O)NC2CCCC2)cc1OC (stereo unspecified)	i	26	-12	8	i	-3	2.8	2.4	1.9	0.45	-0.32	0.032	-1.4	i	-0.8	1162	4%	7%
CC(C)CCNC(=O)c1cc(S(=O)(=O)N2CCCCC2)ccc1N1CCOCC1	i	38	.	.	.	.	.	.	.	-0.26	-0.84	-0.36	0.34	i	1.3	1291	.	.
CCc1ccc(C(=O)NNc2ccccc2F)cc1	i	0	.	.	.	.	.	.	.	-0.26	-0.12	-0.35	0.31	i	-0.3	1291	9%	3%
Cc1cccc(C(=O)NCCc2nnc(SCC(=O)Nc3nc(C)cs3)n2C)c1	i	20	-4	-2	i	3	0.7	1.1	10	-0.23	-0.031	0.2	0.14	i	.	.	4%	15%
COc1ccc(C(=O)CSc2nc(-c3ccccn3)nc(C)c2Cl)cc1	i	12	.	.	.	.	.	.	.	0.35	-0.2	0.6	0.36	i	-0.3	1275	-3%	-8%
CCCCN(CCCC)S(=O)(=O)c1c(C)[nH]c(=O)[nH]c1=O	i	54	-43	-10	i	9	3.7	1.8	2.0	-0.5	-0.23	-0.32	0.84	i	-0.3	1127	0%	7%
